Screens: PubChem, National Center for Advancing Translational Sciences (NCATS)
PI5P4Ka inh: qHTS for Inhibitors of phosphatidylinositol 5-phosphate 4-kinase (PI5P4K); PI5P4Kalpha enzyme, ADP-Glo luminescence, 60 min; active compounds read low; max response, %; 1.2% of 330,000 active; Phosphatidylinositol 5-phosphate 4-kinase type-2 alpha (Homo sapiens), P48426; active means max response of -50% or lower; inconclusive means between -30% and -50%; inactive means -30% or higher; further: value at the top dose of about 77 µM; on the % scale 0 is the no-effect control and ±100 the full control effect
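Reactions run in 0.038 M HEPES pH 7.4, 0.28 mM EGTA, 0.1% CHAPS and 5% DMSO, with PI5P4Kalpha, substrate, compound and 5 microM ATP final, one hour at room temperature. Readout is ADP-Glo luminescence.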
EPAC2 antagonist: qHTS for Antagonist of cAMP-regulated guanine nucleotide exchange factor 2 (EPAC2): primary screen; 0.18% of 360,000 active; Rap guanine nucleotide exchange factor 4 (Homo sapiens), Q8WZA2; Potency, µM (series often up to 114 µM), for inactives: top-dose activity, negative = inhibition, most hits filed as inhibitors; EPAC2 GEF exchange of Rap1B-BODIPY-GDP, fluorescence; further: potency means the concentration at half of the fitted maximal effect; on the % scale 0 is the no-effect control and ±100 the full control effect; nearly all actives have a fitted effect of over 45% in size; many of its hits are not listed in these tables
CCT modulator: High-Throughput Screening for Modulators of Cytosolic Chaperonin Activity; purified chaperonin ATPase assay, HTRF ADP detection, 30 min; activity change, % (test concentration not listed), hits read low; 0.3% of 360,000 active; in the data active means activity change below about -30%; further: on the % scale 0 is the no-effect control and ±100 the full control effect
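We incubate TRiC, 40 or 20 nM final, with library compounds at 76 uM and 10 uM ATP for 30 min at 37 °C. ADP formed is detected with Transcreener HTRF reagents after 30 min at room temperature.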
EPAC1 agonist: qHTS for Agonist of cAMP-regulated guanine nucleotide exchange factor 3 (EPAC1): primary screen; EPAC1 agonist qHTS, biochemical assay; response scale: 100% = response to 6.5 mM cAMP; Potency, µM (titrated, usually from 154 µM), for inactives: top-dose activation, usual class: activators; 0.073% of 360,000 active; further: potency means the concentration at half of the fitted maximal effect; nearly all actives have a fitted effect of over 60% in size
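Nucleotide exchange assay: 100 nM EPAC1 with 250 nM Rap1B loaded with BODIPY-GDP and 50 uM GDP, room temperature. Fluorescence (480/540 nm) read every 5 min for 30 min; signal change normalized to 6.5 mM cAMP as full agonist.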
Mm-Cpn inhibitor: Inhibitors of TCP-1 ring complex (TRiC) of Methanococcus maripaludis (MmCpn): qHTS; Chaperonin Mm-Cpn (Methanococcus maripaludis); purified Mm-Cpn ATPase, ADP Transcreener TR-FRET; Potency, µM (series often up to 76.9 µM), without a hit: top-dose activity, negative = inhibition, most hits filed as inhibitors; 0.031% of 330,000 active; AID 504842, 2011; further: potency means the concentration at half of the fitted maximal effect; on the % scale 0 is the no-effect control and ±100 the full control effect; nearly all actives have a fitted effect of over 80% in size
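Quantitative HTS used 25 nM Mm-CPN and 10 uM ATP in magnesium/KCl Tris buffer, pH 7.4, with 1 mM DTT. Hydrolysis ran 30 min at 37°C; ADP was read by HTRF.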
PLK1 PBD inh: qHTS for Inhibitors of PLK1-PDB (polo-like kinase 1 - polo-box domain): Primary Screen | Plk1 PBD binding of FITC phosphopeptide, fluorescence polarization | Potency, µM, for the others: max response, negative = inhibition, usual class: inhibitors | 2.8% of 360,000 active | AID 720504, 2013; further: potency means the concentration at half of the fitted maximal effect; series mostly up to about 57 µM; on the % scale 0 is the no-effect control and ±100 the full control effect; nearly all actives have a fitted effect of over 65% in size
EPAC1 antag: qHTS for Antagonist of cAMP-regulated guanine nucleotide exchange factor 3 (EPAC1): primary screen | Rap guanine nucleotide exchange factor 3 (Homo sapiens), O95398 | EPAC1 GEF assay, Rap1b-BODIPY-GDP exchange fluorescence | Potency, µM (series often up to 115 µM), inactives show at the top dose activity change, negative = inhibition, usual class: inhibitors | 0.14% of 360,000 active;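 further: potency means the concentration at half of the fitted maximal effect; plate controls were vehicle for no effect and positive control for full effect; nearly all actives have a fitted effect of over 50% in size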
WRN helicase inh: qHTS for Inhibitors of WRN Helicase. WRN helicase unwinding, fluorescent forked duplex, kinetic. AID 651768, 2012. 0.46% of 360,000 active. Bifunctional 3'-5' exonuclease/ATP-dependent helicase WRN (Homo sapiens), Q14191. Potency, µM (titrated, usually from 114 µM), for inactives: at the highest dose activity change, negative = inhibition, hits mostly inhibitors; further: potency means the concentration at half of the fitted maximal effect; on the % scale 0 is the no-effect control and ±100 the full control effect; nearly all actives have a fitted effect of over 55% in size
Target sequence (Q14191 whole entry, looked up): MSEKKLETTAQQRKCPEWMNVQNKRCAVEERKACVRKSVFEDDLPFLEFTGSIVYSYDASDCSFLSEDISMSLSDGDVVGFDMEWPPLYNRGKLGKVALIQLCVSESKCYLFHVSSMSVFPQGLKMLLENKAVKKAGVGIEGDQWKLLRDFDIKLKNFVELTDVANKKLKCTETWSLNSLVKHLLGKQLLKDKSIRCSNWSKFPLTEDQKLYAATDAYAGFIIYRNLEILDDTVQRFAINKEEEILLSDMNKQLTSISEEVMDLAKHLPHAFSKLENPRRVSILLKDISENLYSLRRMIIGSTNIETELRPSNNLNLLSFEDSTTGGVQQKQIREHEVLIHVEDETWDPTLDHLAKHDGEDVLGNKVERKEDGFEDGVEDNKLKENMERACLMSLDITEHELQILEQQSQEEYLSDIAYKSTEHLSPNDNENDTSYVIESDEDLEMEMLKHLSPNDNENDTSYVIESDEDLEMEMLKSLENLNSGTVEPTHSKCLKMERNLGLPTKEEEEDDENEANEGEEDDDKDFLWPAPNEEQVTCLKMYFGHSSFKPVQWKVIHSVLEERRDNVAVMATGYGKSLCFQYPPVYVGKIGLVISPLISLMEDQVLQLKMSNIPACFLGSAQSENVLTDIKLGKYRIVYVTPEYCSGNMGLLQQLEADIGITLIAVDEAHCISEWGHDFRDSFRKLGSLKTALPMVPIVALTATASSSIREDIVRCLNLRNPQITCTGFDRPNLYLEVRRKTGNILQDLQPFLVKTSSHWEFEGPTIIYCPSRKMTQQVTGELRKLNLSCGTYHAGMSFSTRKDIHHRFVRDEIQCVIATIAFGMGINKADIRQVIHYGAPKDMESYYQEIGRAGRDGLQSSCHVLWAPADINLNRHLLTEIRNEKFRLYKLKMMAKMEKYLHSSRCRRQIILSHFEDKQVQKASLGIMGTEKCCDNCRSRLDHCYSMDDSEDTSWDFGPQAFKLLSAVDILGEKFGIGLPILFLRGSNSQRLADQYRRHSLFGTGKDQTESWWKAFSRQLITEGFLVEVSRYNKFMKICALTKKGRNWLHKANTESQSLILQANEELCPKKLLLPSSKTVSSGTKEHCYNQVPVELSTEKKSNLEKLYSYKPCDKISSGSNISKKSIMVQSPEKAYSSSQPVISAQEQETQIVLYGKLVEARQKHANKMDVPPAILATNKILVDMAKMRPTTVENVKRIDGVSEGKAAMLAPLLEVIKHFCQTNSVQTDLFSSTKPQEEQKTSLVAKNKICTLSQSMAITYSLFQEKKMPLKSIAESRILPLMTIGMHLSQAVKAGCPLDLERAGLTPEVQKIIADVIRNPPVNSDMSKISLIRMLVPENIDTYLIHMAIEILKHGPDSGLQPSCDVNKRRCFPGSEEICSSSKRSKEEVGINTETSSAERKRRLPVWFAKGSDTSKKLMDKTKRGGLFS
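Kinetic fluorescence helicase assay: unwinding of a quenched forked DNA duplex (100 nM final) with 2 mM ATP final raises red fluorescence (525/598 nm). Compounds sat 15 min at room temperature with 20 nM WRN beforehand.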
The depositor's hits bear a star; u = inconclusive; x = not tested or not shown; [ ] = remark or other dose. Unless noted, the call rests on the fitted dose curve; in most records, active means well fitted curve in the direction sought with a large enough effect; inconclusive means small, poorly fitted or top-dose-only effect, or another doubt; inactive means no such curve, though single readings can be large; an effect the other way counts as inactive or inconclusive. Only part of the results is shown; rates above refer to the full screens.

Compound | EPAC1 antag | WRN helicase inh | PLK1 PBD inh | EPAC1 agonist | Mm-Cpn inhibitor | CCT modulator | PI5P4Ka inh | EPAC2 antagonist
O=C(Nc1ccccc1)N1CC=C(c2ccc(F)cc2)CC1 | -3% | -14% | -12% | 11% | 1% | -2.5 | -2 | -4%
O=C(O)C1Cc2[nH]cnc2C(c2ccc(F)cc2)N1 (stereo not given) | 13% | 10% | -8% | -9% | 1% | 2.1 | -6 | 35%[activator]
CC(Oc1ccccc1)C(=O)NC1CC(C)(C)NC(C)(C)C1 (stereo not given) | 4% | -3% | -6% | 1% | -1% | 0.2 | 1 | -4%
CCN=C(NCC)SC1CC(=O)N(CCc2ccccc2)C1=O (stereo not given) | 26% | 3% | -13% | 0% | x | -1.2 | 16 | 0%
O=C(c1cc(-c2cccs2)on1)N1CCN(c2ccc(F)cc2)CC1 | -15% | -15% | 6% | 12% | u | -1.0 | x | 0%
O=C(NC(=S)Nc1ccccc1Cl)c1cncc(Br)c1 | -8% | -5% | -2% | 6% | -10% | -3.3 | 1 | 7%
N/C(=N\OC(=O)CCC1CCCCC1)c1ccccn1 | -4% | 5% | -2% | -1% | 1% | -0.8 | 0 | 6%
CN(C)C(=O)CSc1nnc(-c2cccnc2)n1-c1ccccc1 | -9% | 2% | -11% | 11% | -1% | -1.3 | 7 | 5%
N#Cc1ccc(N2Cc3ccccc3C2=NC(=O)c2cccs2)cc1 | -5% | 0% | 4% | -2% | -2% | 0.1 | -12 | -2%
O=C(Nc1ccc(NC(=O)c2ccccc2Cl)nc1)c1ccncc1 | -7% | 1% | -3% | 6% | -4% | 2.1 | 10 | -2%[57.1 µM]
COc1ccccc1NC(=O)CSc1nnc(-c2ccncc2)o1 | 2% | 1% | -7% | -4% | -1% | 0.6 | 4 | 5%
Cc1cc(C)n2nc(C(=O)NC3CCCc4ccccc43)nc2n1 (stereo not given) | 6% | -3% | u | 2% | 1% | -0.2 | -8 | 21%
Cc1nc2ccccc2c(=O)n1/N=C/c1cc(Br)ccc1O | -27% | -18% | -16% | 1% | -16% | 1.1 | 0 | -9%
CN(CC(=O)Nc1cccc(F)c1)C(=O)c1ccc(-c2ccc(Cl)cc2)o1 | -9% | -4% | -28% | -3% | -3% | -2.4 | -7 | -16%
CC(C)c1ccccc1-n1c(SCC(=O)N2CCc3ccccc3C2)nc2ccccc2c1=O | 2% | -4% | -24% | 2% | -3% | -0.8 | 0 | 0%
O=C(CCN1C(=O)C2C3C=CC(C4CC34)C2C1=O)Oc1ccc(Br)cc1 (stereo not given) | -3% | -1% | -17% | 0% | -5% | -0.1 | 2 | -14%
COc1cc(OC)cc(C(=O)NC(=S)NNC(=O)c2cnccn2)c1 | 18% | -13%[57.1 µM] | -1% | -4% | 0% | -1.2 | u | 11%
CN(Cc1ccccc1)C(=O)c1ccc(NC(=O)Cc2cccc(NC(=O)C3CCN(C(=O)C4CCC4)CC3)c2)cc1 | 2% | -1% | -10% | 1% | -3% | -1.5 | -5 | 1%
CCc1ccc(-n2c(=O)c3ccccc3n(CC(=O)NCc3ccco3)c2=O)cc1 | -29% | -12% | -1% | 3% | -20% | 0.5 | -3 | -5%
O=C(CN(c1ccc(F)cc1)S(=O)(=O)c1ccc2c(c1)OCCO2)NCc1ccccc1 | -4% | -10% | -6% | 1% | 0% | -2.2 | x | -3%
Cc1nc2sc3c(NCc4ccco4)ncnc3c2c2c1COC(C)(C)C2 | 3% | 4% | -4% | 6% | 1% | -5.0 | 3 | -5%
CC(C)NCC(O)COc1cccc2ccccc12 (stereo not given) | -7% | 1% | -20% | -10% | 1% | 0.9 | -3 | -1%
Fc1ccc(CSc2nnc(-c3ccccn3)o2)cc1 | -14% | 6% | -6% | 0% | 3% | -0.7 | 0 | 2%
COC(=O)c1c(NC(=O)CN2CCN(C(=O)c3ccco3)CC2)c2c(C)cccc2n1C | 3% | 7% | -2% | -5% | 0% | -0.4 | -3 | 16%
Cc1cc(-c2cccs2)nc(-n2cccc2)n1 | 8% | 3% | 2% | 18% | -6% | -1.2 | 20 | 3%
CCOc1ccc(S(=O)(=O)NCc2ccccn2)cc1NC(=O)c1ccccc1 | -5% | -1% | 5% | 0% | -1% | -1.3 | 4 | 4%
CCNC(=O)C1(C)CCCN(Cc2ccc(-c3ccccn3)cc2)C1 (stereo not given) | -4% | 1% | -16% | 6% | x | -1.2 | 1 | -9%
O=C(O)c1ccc(/C=N/NC(=O)c2ccc(F)cc2)cc1 | 5% | 13% | -15% | 4% | 2% | -3.5 | -1 | 9%
C=CCNCCCCOc1ccc(Br)cc1C | 15% | -15%[57.1 µM] | 4% | 0% | -1% | -8.7 | 2 | 6%
COc1ccc(OC)c(C(C)NC(=O)C23CC4CC(CC(C4)C2)C3)c1 (stereo not given) | u | 2% | -9% | 7% | -3% | -8.8 | 1 | -8%
CNC(=O)CN1C(=O)CSc2nc(C)cc(C)c21 | -9% | -4% | -23% | -17% | 0% | -5.0 | 2 | 0%
COC(=O)c1ccc(C)c(NC(=O)CCSc2ccc(C)cc2)c1 | -8% | -7% | -11% | -12% | 0% | 1.6 | 1 | 0%
CCOC(=O)c1cc2c(C)n(-c3ccc(C)cc3)c(C)c2ccc1=O | -2% | -6% | -13% | 10% | -8% | -1.5 | -4 | -10%
Cc1cc(NC(=O)COC(=O)c2oc3c(ccc4ccccc43)c2C)no1 | -19% | -7% | -1% | -19% | -2% | -0.6 | -2 | 8%
CCCC(=O)Nc1ccc2oc(=O)ccc2c1 | -1% | 2% | -11% | 0% | -3% | -3.1 | -5 | -3%
CCn1c(C)[n+](Cc2ccccc2)c2ccc(C(=O)OC)cc21 | -14% | -5% | -12% | 6% | -1% | 2.1 | 1 | 2%
CCOc1ccc(NC(=O)CN(c2cc(C)cc(C)c2)S(=O)(=O)c2c(C)noc2C)cc1 | -13% | 0% | -3% | -19% | 1% | -0.1 | 1 | -3%
COc1ccccc1NC(=O)/C(=C/c1ccncc1)NC(=O)c1ccccc1 | 7% | 3% | -11% | 3% | -1% | -0.1 | 0 | 3%
CC(=O)c1ccccc1OC(=O)c1c(F)cccc1F | -14% | -3% | -2% | -12% | 1% | 0.3 | -9 | 10%
C=CC[C@H](CC(=O)NCCO)C(=O)NC[C@@H](OC(=O)[C@H](CC=C)CC(=O)OC(C)(C)C)c1ccccc1 | -13% | 5% | 1% | -14% | 0% | 1.5 | 2 | -11%
COc1ccccc1N1CCN(S(=O)(=O)CCNC(=O)c2ccc(OC(C)C)cc2)CC1 | 2% | -2%[57.1 µM] | -6% | 9% | -1% | -2.6 | 2 | -7%
COc1ccc(NC(=O)Nc2ccc(F)c(Cl)c2)cc1 | 6% | 4% | -23% | -17% | 3% | 1.1 | 4 | -8%[57.1 µM]
CCCN(CCC)Cc1cc(=O)oc2cc(C)c(Cl)cc12 | -19% | -5% | -26% | -4% | x | -0.9 | 13 | -18%
COc1ccc(S(=O)(=O)N2CCOCC2)cc1NC(=O)CNC(=O)c1cccs1 | 1% | -4% | -2% | 9% | -3% | 0.3 | 1 | 2%
CC(C)(C)c1ccc(CC(=O)N2CCC2(C)C(=O)NCc2cccs2)cc1 (stereo not given) | -3% | 6%[57.1 µM] | 1% | -18% | x | -0.2 | -2 | -11%
CC(C)c1ccc2oc(=O)cc(CN3CCCCC3)c2c1 | 9% | 8% | -10% | -4% | 0% | 1.3 | -8 | -10%
Cc1ccc(-c2c(C)n([O-])c3c([n+]2=O)CCCCC3)cc1 | 4% | -15% | -14% | -5% | 2% | -3.1 | 5 | -2%
NC1=NC(=O)CC(C(=O)Nc2cccc3ccccc23)S1 (stereo not given) | -13% | 0% | -2% | 5% | -1% | 1.0 | -1 | 6%
C[C@H](CO)N1C[C@H](C)[C@@H](CN(C)Cc2ccc(Cl)c(Cl)c2)Oc2c(NS(=O)(=O)c3cn(C)cn3)cccc2C1=O | -2% | -1% | -8% | 4% | 1% | 1.8 | 4 | -9%
COC(=O)c1ccc(S(=O)(=O)N(CCO)Cc2ccccc2)n1C | 19% | 2% | 1% | 7% | 0% | -0.3 | -2 | 1%
NC(=O)c1c(NC(=O)C(=O)NCCCN2CCOCC2)sc2c1CCCC2 | 14% | 2% | -13% | 1% | 0% | -1.6 | 0 | -3%
CC(=O)N(Cc1cccnc1)c1cccc(-c2nc3ccccc3s2)c1 | -5% | -15% | -8% | 9% | -3% | -5.8 | -1 | -5%
CCCOC(=O)c1c(N)sc2c1CCC2 | 9% | 0% | -29% | 5% | 0% | -0.5 | -11 | -3%
COc1ccc(CCN2C(=O)c3cccc4cccc(c34)C2=O)cc1OC | 5% | 3% | -4% | -20% | -1% | -0.6 | 10 | 8%
CC(NC(=O)C1CCC(C(C)(C)C)CC1)C(c1ccccc1)N1CCOCC1 (stereo not given) | -17% | -3% | -10% | -12% | -16% | -1.0 | 16 | -27%
Cc1ccc(-n2nnnc2SCC(=O)c2c(N)n(C3CC3)c(=O)[nH]c2=O)cc1C | 0% | -3% | -15% | 14% | 2% | -2.4 | -2 | -3%
Cc1cccc(CCN(CC(=O)NC(C)(C)C)C(=O)c2csnn2)c1 | 2% | -35% | -14% | 0% | 2% | -14 | 2 | -3%
C/C(=N\Nc1cc(N2CCOCC2)ncn1)c1ccc(O)cc1 | -6% | -6% | 3% | 0% | -1% | -0.1 | u | 1%
CC1(c2nnc(Cc3ccccc3)o2)CC(c2cccc(Cl)c2)=NO1 (stereo not given) | -9% | -2% | -10% | 6% | 1% | -4.4 | 7 | -2%
COc1cccc(C2CC(c3ccccc3Cl)n3nnnc3N2)c1 (stereo not given) | -3% | -1% | -11% | -4% | 0% | -4.5 | 4 | -11%
CN(C)Cc1cc(C(F)(F)F)ccc1C(O)(c1ccccc1)c1ccccc1 | -4% | 1% | -2% | -1% | x | -1.6 | 3 | -4%
